bIAP inh = bovine intestinal alkaline phosphatase inhibitors, primary screen, selectivity assay for TNAP inhibitor project, biochemical, bovine IAP, CDP-star luminescence; alkaline phosphatase, intestinal [Bos taurus]; purified bovine IAP, 30 min; inhibition, % at 20 µM; 190,000 tested, under 10 active; AID 1019, 2008;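 active means over 50% inhibition of intestinal alkaline phosphatase at 20 µM in the single-dose screen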
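System: purified bovine intestinal alkaline phosphatase (IAP) enzyme; Input: IAP diluted 1/65,000,000 in the well; Measured by: CDP-star luminescence signal; Compound dosing: 20 µM single dose; Incubation: 30 min reaction at room temperature.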
L major viab = Leishmania major promastigote growth inhibition, primary screen | actives 9% (n = 200,000) | Leishmania major promastigotes, resazurin fluorescence viability | inhibition, % at 10 µM; in the data active means inhibition above about 50%;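 further: promastigotes grown with compound for 44 hours at 28 °C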
S1P3 antag = S1P3 receptor antagonists, primary screen, cell-based; actives 0.27% (n = 170,000); CHO S1P3 NFAT-BLA reporter, FRET fluorescence, antagonist mode; AID 485, 2006; inhibition, % at 4.98 µM; Sphingosine 1-phosphate receptor 3 (Homo sapiens), Q99500;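 active means inhibition above the plate cutoff, the mean inhibition of test wells on that plate plus 3 SD, cut at about 28% in these data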;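 further: cells challenged with S1P at its EC80 of 0.8 µM; blue over green emission ratio from cleaved BLA substrate after 4 h stimulation; 0% = S1P-stimulated wells and 100% = unstimulated DMSO-only wells; some compounds past the cut are filed as inactive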
PPARg SRC-3 ag = PPARgamma agonists recruiting SRC-3 coactivator, primary screen, biochemical; Peroxisome proliferator-activated receptor gamma (Homo sapiens), P37231; biochemical PPARgamma/SRC-3 coactivator recruitment assay; activation, % at 8 µM; actives 0.26% (n = 200,000); in the data active means activation above about 23%;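 further: 0% = DMSO and 100% = reference agonist; some compounds past the cut are filed as inactive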
Target sequence (P37231 whole entry, looked up): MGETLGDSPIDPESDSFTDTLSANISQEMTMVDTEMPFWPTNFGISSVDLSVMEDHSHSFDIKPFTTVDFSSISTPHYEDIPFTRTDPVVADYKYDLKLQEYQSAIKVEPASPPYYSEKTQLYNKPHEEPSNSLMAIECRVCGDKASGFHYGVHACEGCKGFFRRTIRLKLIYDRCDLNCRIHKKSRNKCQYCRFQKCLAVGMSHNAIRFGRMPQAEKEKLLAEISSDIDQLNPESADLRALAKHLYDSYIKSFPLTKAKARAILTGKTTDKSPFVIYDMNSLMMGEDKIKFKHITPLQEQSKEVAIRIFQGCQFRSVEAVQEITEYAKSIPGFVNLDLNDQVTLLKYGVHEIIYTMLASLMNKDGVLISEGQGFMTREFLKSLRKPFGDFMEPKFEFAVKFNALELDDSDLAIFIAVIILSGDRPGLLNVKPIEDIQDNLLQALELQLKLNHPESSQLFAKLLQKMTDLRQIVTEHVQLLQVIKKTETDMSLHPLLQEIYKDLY
DTT redox prof = compounds producing H2O2 with reducing agent – biochemical, NIH compound library profiling, artefact control for MLSCN library redox annotation, primary screen; actives 0.03% (n = 200,000); activation, % at 10 µM; DTT-dependent redox cycling H2O2, phenol red/HRP absorbance; 100% = 100 µM peroxide control, 0% = buffer;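 active means activation of at least 50% relative to the plate's high and low controls in the primary single-dose screen; inactive means activation below 50%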;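 further: compound incubated with DTT at 0.8 mM final as the reducing agent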
TR-FRET SRC-2 ct = TR-FRET signal artefacts, primary screen, artefact control for PPARgamma SRC-2 agonist project, biochemical | TR-FRET artefact counter-screen; stronger effect = higher value | TR-FRET ratio at 8 µM | actives 0.4% (n = 200,000) | AID 1049, 2008; in the data active means TR-FRET ratio above about 2000; further: inactives centre near 1500
PPARg SRC1 recr = PPARgamma agonists recruiting SRC-1 coactivator, primary screen, biochemical; Peroxisome proliferator-activated receptor gamma (Homo sapiens), P37231; PPARgamma-SRC-1 coactivator recruitment biochemical assay; activation, % at 8 µM; actives 0.41% (n = 200,000); AID 631, 2007; in the data active means activation above about 19%;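 further: 0% = DMSO and 100% = reference agonist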
RAM inhibit = inhibitors of the yeast RAM network, primary screen, dse1pr::URA3 reporter, 5-FOA selection | inhibition, % at 50 µM | actives 1.8% (n = 190,000) | S. cerevisiae dse1pr::URA3 reporter, 5-FOA growth OD615, 2 d; analog-sensitive cbk1-as2 kinase mutant strain;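 active means inhibition above a set limit, 3 SD over mean compound inhibition, cut at about 8.4% in these data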;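 further: 0% = DMSO-only wells with no growth and 100% = 10 µM 1-NA-PP1 full growth; inhibition rescues growth on 5-FOA so higher OD means more RAM inhibition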
ROMK mod = ROMK potassium channel modulators, primary screen, cell-based, thallium flux, MLSMR library. AID 1918, 2009. B-score at 10 µM. ATP-sensitive inward rectifier potassium channel 1 (Homo sapiens), P48048. Tet-inducible ROMK, thallium flux fluorescence; actives lie on both sides. actives 2% (n = 130,000);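 active means signal ratio slope over the read window, or its plate-corrected B-score, at least 3 SD from the plate mean, either direction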;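 further: B-score of the F/F0 ratio slope over 7 to 12 s after thallium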
Target sequence (P48048 whole entry, looked up): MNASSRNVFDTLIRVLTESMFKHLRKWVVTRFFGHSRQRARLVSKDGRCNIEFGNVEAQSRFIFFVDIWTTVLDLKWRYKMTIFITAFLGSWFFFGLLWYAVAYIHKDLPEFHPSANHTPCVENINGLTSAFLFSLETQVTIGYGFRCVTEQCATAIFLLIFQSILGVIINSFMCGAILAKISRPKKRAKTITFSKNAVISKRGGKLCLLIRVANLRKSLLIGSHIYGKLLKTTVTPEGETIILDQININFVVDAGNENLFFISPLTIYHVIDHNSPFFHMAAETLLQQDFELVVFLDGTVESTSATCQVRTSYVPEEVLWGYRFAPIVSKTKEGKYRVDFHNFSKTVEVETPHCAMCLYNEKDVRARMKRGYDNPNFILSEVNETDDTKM
HMGR II inh = inhibitors of E. faecalis class II HMGR, primary screen, biochemical, Enterococcus faecalis; HMG-CoA reductase (Enterococcus faecalis, mvaE); purified E. faecalis HMGR, NADPH absorbance 340 nm kinetic; inhibition, % at 10 µM; actives 0.41% (n = 190,000); AID 1066, 2008;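 active means inhibition above a set limit, the median over all tested compounds plus 3 SD, cut at about 9.5% in these data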;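 further: enzyme runs in reverse so mevalonate oxidation gives rising NADPH absorbance; 0% = complete reaction with DMSO and 100% = background rate lacking mevalonate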
PPARg SRC2 recr = agonists of PPARg-SRC-2 recruitment, primary screen, biochemical, HTS | AID 1032, 2008 | Peroxisome proliferator-activated receptor gamma (Homo sapiens), P37231 | actives 0.34% (n = 200,000) | PPARgamma LBD-SRC-2 recruitment | activation, % at 8 µM; in the data active means activation above about 22%;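 further: 0% = vehicle and 100% = reference agonist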
Numbers without * were called inactive; . = not tested or not shown.

Screens in order – bIAP inh	L major viab	S1P3 antag	PPARg SRC-3 ag	DTT redox prof	TR-FRET SRC-2 ct	PPARg SRC1 recr	RAM inhibit	ROMK mod	HMGR II inh	PPARg SRC2 recr
- CCCCN(C)S(=O)(=O)c1ccc(C(=O)Nc2nnc(-c3ccco3)o2)cc1
 : 15	96*	-13	-1	-0.1	1497	-2	4.5	3.2*	1	0
- CC(C)(C)NS(=O)(=O)c1cnc(Cl)c(Cl)c1
 : 1	-2	.	-1	-0.1	1566	7	0.4	.	-6	-1
- CCOC(=O)C1=C(N)Oc2cc(C)oc(=O)c2C1c1cccnc1 (centres undefined)
 : 1	14	-1	-6	2.3	1499	7	0.7	-0.25	-5	-4
- CC(C)c1cc(NCCCN2CCOCC2)n2c(nc3ccccc32)c1C#N
 : 5	5	.	-2	-0.4	1422	10	0.1	0.89	-6	4
- CC(C)(C)CC(=O)NCCCCCCNC(=O)CC(C)(C)C
 : -1	-3	1	-5	0.0	1765	-1	-0.5	0.29	0	-1
- CCOc1ccc(CCNC(=O)CN2CCN(Cc3ccccc3C)C2=O)cc1OCC
 : -20	-3	1	0	-0.6	1583	4	-1.1	-0.69	-5	17
- CCOCCCNC(=O)c1ccccc1SC
 : 18	-5	7	-4	-3.2	1580	7	0.9	.	-7	5
- C/C(=C/c1oc2ccc(O)cc2c1[N+](=O)[O-])N(C)C
 : .	2	.	10	0.6	1663	12	0.9	-1.2	-4	10
- Cc1c(Cl)cccc1NC(=S)NCC(c1cccnc1)N(C)C (centres undefined)
 : -15	1	6	-1	0.1	1635	3	0.0	-0.0023	-3	-2
- Cc1cc2occ(CC(=O)OCC(=O)Nc3sc4c(c3C#N)CCC(C)C4)c2cc1C (centres undefined)
 : 5	-8	-2	-3	0.3	1549	2	3.1	2	-3	-6
- Cc1ccc(NC(=O)CSc2ccc(-c3ccco3)nn2)c(C)c1
 : 4	15	-7	2	-1.5	1875	9	2.5	.	-3	-2
- Fc1ccc(CSc2ncnc3nc[nH]c23)cc1
 : -10	-13	13	3	-3.0	1619	3	-0.6	.	-10	1
- CCOc1ccc(OCc2ccc(C(=O)N3CCc4ccccc4C3)o2)cc1
 : 4	-6	.	-7	-4.0	1385	-1	2.8	.	-9	5
- O=C1c2ccccc2C2=Nc3ccccc3SC(c3ccc(Cl)cc3)C12 (centres undefined)
 : 5	99*	19	2	-0.1	1393	6	5.8	-0.27	-5	4
- CSCC[C@H](NC(=O)NCc1ccccc1F)C(=O)O
 : 5	-1	2	-3	2.5	1413	-5	-0.1	.	-4	1
- COc1ccccc1CNC(=O)C(Cc1c[nH]c2ccccc12)NC(=O)OCc1ccccc1 (centres undefined)
 : 0	99*	-7	1	-0.1	1604	3	3.6	-0.29	2	0
- O=C(COc1ccc(Br)cc1Cl)NC(=O)NCc1ccccc1
 : .	54*	-15	2	.	1658	6	8.8*	.	2	1
- CC(C(=O)Nc1ccc2c(c1)OCCO2)N(C)Cc1c(F)cccc1Cl (centres undefined)
 : -4	11	-5	-2	-0.2	1534	4	-0.5	0.33	.	-5
- COc1cccc(OC)c1C(=O)NC(=S)Nc1ccc2oc(-c3ccncc3)nc2c1
 : -20	9	-17	-1	0.3	1496	-2	5.0	-0.66	-1	0
- O=C1/C(=C/c2cccs2)NC(=S)N1C1CC1
 : -8	-12	4	7	0.3	1472	5	0.5	2.1	0	-2
- CCCn1nc(NC(=O)C2CCCO2)c2cc3cc(C)ccc3nc21 (centres undefined)
 : 2	25	.	3	-0.1	1636	2	-1.4	-0.5	1	7
- COc1cccc(C(=O)c2c(C)c(CCC#N)n3ccccc23)c1OC
 : -8	10	-16	-2	-1.6	1327	-3	0.7	-0.79	-3	-2
- CN(CC(=O)Nc1ccc(Cl)c(C(F)(F)F)c1)C(=O)/C=C/c1ccco1
 : 3	22	-1	0	0.0	1483	-5	4.3	0.13	2	-3
- CCOC(=O)c1[nH]c(C)c(/C(O)=C2\C(=O)C(=O)N(CCN(C)C)C2c2ccc(C)o2)c1C (centres undefined)
 : 0	0	-6	8	4.2	1528	0	0.3	.	2	6
- CC(C)C[C@H](NC(=O)NCc1ccccc1Cl)C(=O)O
 : 2	-3	-26	15	-4.0	1475	-2	0.1	0.96	-3	-1
- Cc1cccc(N(CC(=O)NCCSc2ccccn2)S(=O)(=O)c2ccccc2)c1
 : 6	57*	-15	2	-0.3	1564	3	0.3	.	-3	7
- COC(=O)CCCCCc1ccc(C(C)=O)s1
 : 16	2	0	2	3.0	1593	7	0.0	.	-2	7
- COc1ccc(-c2cn[nH]c2N)c(OC)c1
 : 9	-6	0	10	-3.3	1609	0	1.3	.	-13	-2
- CCN(C(=O)CN1CC(C)OC(C)C1)c1c(N)n(Cc2ccccc2)c(=O)[nH]c1=O (centres undefined)
 : 8	-4	-17	0	-0.1	1567	6	2.4	.	-3	7
- O=c1ccc(-c2nc3ccccc3n2Cc2ccccc2Cl)c[nH]1
 : 5	0	2	-2	0.7	1710	8	0.9	-1.8	-4	1
- Cc1sc(C(=O)NCc2cccnc2)c2nc(C)n(CC(=O)NCc3cccnc3)c(=O)c12
 : 15	-5	-21	-1	-0.5	1511	5	1.1	-0.043	-3	-2
- COc1ccc(-c2c(C#N)c(N)nc3c2c(=O)n(C)c(=O)n3C)cc1
 : 13	6	.	-7	2.4	1413	-3	1.1	-0.15	2	-1
- Cc1cc(C(=O)N/N=C/c2ccc(-c3ccccc3Cl)o2)n[nH]1
 : 13	11	2	-5	0.4	1566	-2	1.9	-1.6	-5	-1
- CC(=O)COC(=O)CCc1nc2ccccc2[nH]c1=O
 : 6	-4	.	5	0.8	1652	4	0.8	.	-10	5
- Cc1ccc(N2C(=S)NC3c4ccccc4OC2(C)C3C(=O)N(C)C)cc1 (centres undefined)
 : -2	-3	-11	-2	0.2	1422	2	0.8	1.1	-7	1
- Cc1nn2c(C)nc3sc4c(c3c2nc1=O)CC(C)(C)OC4
 : -8	9	.	19	3.0	1467	11	1.2	.	0	-7
- O=c1cnc(-c2ccc(Cl)cc2)cn1O
 : -8	-6	1	0	-1.2	1485	3	-1.5	0.16	-8	-1
- COc1ccc(-c2ccc(CCC(=O)O)n2Cc2ccco2)cc1
 : -5	-5	5	5	-1.4	1676	1	-1.0	0.19	3	12
- COc1ccc(CC(=O)Nc2ccc(-c3cn4ccccc4n3)cc2)cc1OC
 : 3	2	.	-11	0.0	1402	0	-0.5	0.062	-4	-1
- O=C(Nc1ccc(F)cc1F)c1cc2n(n1)C(C(F)(F)F)C1CCCCC1N2 (centres undefined)
 : 9	11	11	4	3.3	1399	5	5.8	.	-4	8
- COc1ccc2c(c1)oc(=O)c1cc(OC)ccc12
 : -14	-8	4	2	0.1	1645	4	0.4	.	2	4
- COc1ccc(-n2ncc3c(=O)n(CC(=O)Nc4ccc(S(=O)(=O)N5CCOCC5)cc4)cnc32)cc1
 : -7	-8	5	0	-0.2	1542	-13	4.0	0.29	-1	2
- COc1ccc(/C=C2/SC(=O)N(CC(=O)Nc3cc(C)on3)C2=O)cc1OC
 : 21	-4	-11	-1	-0.4	1492	0	3.7	0.26	2	-2
- COc1ccc(N2C(=O)C(CC(=O)Nc3ccc(F)cc3)N(CCc3cccs3)C2=O)cc1 (centres undefined)
 : -4	20	2	4	-0.5	1694	5	0.1	-1	-2	6
- CCN1CCN(C(c2cccs2)C(C)NC(=O)CC(C)C)CC1 (centres undefined)
 : -5	0	-7	3	-0.5	1451	0	1.5	.	1	2
- O=C(CSc1nc2ccsc2c(=O)n1Cc1ccccc1)NCC1CCCO1 (centres undefined)
 : -10	12	-13	-2	-1.1	1630	6	0.5	0	-4	1
- N#Cc1cccc(NCC(=O)Nc2ccc3c(c2)OCCO3)c1
 : 11	-7	-11	0	-0.3	1657	4	2.3	-0.58	-2	8
- COc1ccc2[nH]c(=O)c(CN(CCO)C(=O)c3ccccc3F)cc2c1
 : 1	-3	0	6	-3.1	1648	2	2.4	.	-6	3
- Cc1cc(C(=O)COC(=O)c2ccc(N)cc2)c(C)n1-c1c(C)n(C)n(-c2ccccc2)c1=O
 : 12	-3	-9	4	-0.6	1744	3	0.5	-0.37	-2	1
- Cc1ccc(OCCNC(=O)c2ccccc2N)cc1
 : 6	-4	-6	4	-0.4	1507	7	-0.7	.	-6	-2

Following part
Screens in order – bIAP inh	L major viab	S1P3 antag	PPARg SRC-3 ag	DTT redox prof	TR-FRET SRC-2 ct	PPARg SRC1 recr	RAM inhibit	ROMK mod	HMGR II inh	PPARg SRC2 recr
- O=C(CSc1nc2ccccc2c(=O)n1-c1ccccc1)N1CCCC1
 : 6	5	.	17	0.8	1449	0	1.9	.	-1	15
- Cc1cccc(CC(=O)N2CCN=C2SCc2ccc([N+](=O)[O-])cc2)c1
 : 21	88*	8	-3	1.3	1543	8	0.2	.	-3	2
- Cc1cccc(NC(=O)CSc2ncnc3nc[nH]c23)c1
 : -11	-5	.	8	-5.3	1694	5	0.6	.	-2	16
- CCCCC(NC(C)=O)c1nc2ccccc2[nH]1 (centres undefined)
 : -3	-6	-5	2	-0.4	1577	3	2.8	.	-2	11
- COc1ccc(NC(=O)C(CC(C)C)NC(=O)c2ccccc2C)cn1 (centres undefined)
 : -3	-7	23	-2	2.6	1579	0	1.0	-0.011	0	2
- Cn1c(N2CCC(C(N)=O)CC2)nc2c1c(=O)n(Cc1ccc(Cl)cc1)c(=O)n2C
 : -2	2	-34	6	0.1	1457	-2	1.8	-0.17	2	-9
- O=C(NCCCN1CCOCC1)Nc1ccc(Cc2ccc(NC(=O)NCCCN3CCOCC3)cc2)cc1
 : 2	-4	2	3	0.6	1658	9	2.7	0.71	5	11
- Cc1nnc(NC(=O)c2ccccc2Br)s1
 : 10	-4	-34	2	0.9	1451	-4	1.6	.	2	-1
- COC(=O)c1ccccc1NC(=O)Nc1ncccc1C
 : 3	-8	3	8	-1.1	1633	1	0.9	-0.1	-7	4
- Cc1nc2ccccn2c1/C(O)=C1\C(=O)C(=O)N(CCCn2ccnc2)C1c1ccncc1 (centres undefined)
 : 10	-8	-22	-12	2.0	1393	6	3.8	.	2	0
- Cc1c(NC(=O)C(C)OC(=O)c2cccnc2)c(=O)n(-c2ccccc2)n1C (centres undefined)
 : -1	-7	0	0	-0.2	1537	-2	-0.1	1.5	-2	2
